Assay outcomes: PubChem, National Center for Advancing Translational Sciences (NCATS)
KB-3-1 tox = KB-3-1 parental cell cytotoxicity; KB-3-1 viability, CellTiter-Glo ATP luminescence, 72 h; Potency, µM (top dose mostly 46.1 µM), for the others: top-dose activity change, negative = cytotoxic, actives largely listed as cytotoxic; 400,000 compounds, 1.4% hits; note: potency is the fitted concentration of half-maximal effect; % is set by controls: 0 for no effect and ±100 for the full control effect; nearly all actives have a fitted effect of over 60% in size
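Luminescent ATP read-out (CellTiter-Glo) measures survival of drug-naive KB-3-1 cells after 72 h compound exposure at 37 °C. Titration series was screened from lowest to highest concentration, with DMSO vehicle plates as background controls.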
HT1080NT lethal = kills 2HG-producing HT-1080-NT fibrosarcoma cells | AID 686970 | 360,000 compounds, 1.6% hits | Potency, µM (doses to about 46.1 µM), for the others: at the top dose activity, negative = less viability, most hits filed as cytotoxic | HT-1080-NT fibrosarcoma viability, CellTiter-Glo ATP luminescence, 48 h;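 note: NT is the 2HG producing partner of a matched IDH1 knockdown line; potency is the fitted concentration of half-maximal effect; 0% = DMSO-treated cells and -100% = media-only wells without cells; nearly all actives have a fitted effect of over 55% in size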
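750 cells/well, RPMI + 5% FBS; 2 h settle, compound pin-transfer, 48 h at 37 degrees C. CellTiter-Glo 10 min RT, luminescence. Normalized to DMSO and media-only wells.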
MCF10A rereplic = DNA re-replication induction in MCF 10a cells; 350,000 compounds, 2.9% hits; MCF 10A DNA re-replication, Hoechst nuclear intensity, 48 h; Potency, µM (top dose mostly 46.1 µM), inactives show at the top dose activity, positive = re-replication, usual class: activators; note: potency is the fitted concentration of half-maximal effect; % of control where 0% means no effect; nearly all actives have a fitted effect of over 50% in size
HT1080 IDH1KD tx = kills HT-1080 cells with IDH1 knockdown. 360,000 compounds, 2% hits. HT-1080 IDH1 knockdown viability, ATP luminescence, 48 h. AID 686971. Potency, µM (top dose mostly 46.1 µM), for the others: at the highest dose activity, negative = toxicity, actives largely listed as cytotoxic;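 note: potency is the fitted concentration of half-maximal effect; 0% = DMSO wells and -100% = cell-free medium wells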
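Assay cells: HT-1080 with IDH1 knockdown, 750 per well, RPMI/5% FBS. Exposure: 48 h at 37 °C following 2 h pre-incubation. Read: CellTiter-Glo luminescence; fitted concentration-response, curve class assigned.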
S2 tox = viability counter-screen for ATXN expression inhibitors. S2 cells (HEK-293 line with an ATXN2-luciferase reporter) viability, CellTiter-Fluor protease fluorescence, 24 h. Potency, µM (series often up to 56.7 µM), usual class: cytotoxic. 400,000 compounds, 0.49% hits. AID 651635; note: potency is the fitted concentration of half-maximal effect; nearly all actives have a fitted effect of over 40% in size
ATXN2 expr inh = reduces ATXN2 reporter expression in HEK-293 cells. HEK-293 ATXN2-luciferase reporter, luminescence, 24 h. Potency, µM (doses to about 57 µM), for inactives: top-dose activity change, negative = inhibition, actives largely listed as inhibitors. 360,000 compounds, 0.72% hits. AID 1745845; note: potency is the fitted concentration of half-maximal effect; % is set by controls: 0 for no effect and ±100 for the full control effect; nearly all actives have a fitted effect of over 55% in size
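ATXN2-luciferase reporter cells (luciferase flanked by upstream and downstream ATXN2 gene portions) were treated 24 h at 37 °C with compounds at up to 57 uM. SteadyGlo luminescence gave expression; GF-AFC fluorescence gave viability.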
KB-V1 MDR tox = KB-V1 MDR subline cytotoxicity. KB-V1 MDR cells viability, CellTiter-Glo, 72 h. Potency, µM (titrated, usually from 46.1 µM), inactives show at the highest dose activity change, negative = cytotoxicity, hits mostly cytotoxic. 400,000 compounds, 3.4% hits. AID 1347076; note: potency is the fitted concentration of half-maximal effect; % is set by controls: 0 for no effect and ±100 for the full control effect; nearly all actives have a fitted effect of over 60% in size
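Luminescent ATP read-out (CellTiter-Glo, 10 min) measures survival of drug-selected KB-V1 MDR cells after 72 h, 37 degrees C compound exposure. Medium: phenol-red-free DMEM, 10% FBS. Values from fitted concentration-response curves.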
SW480 rerep = inducers of DNA re-replication in SW480 colon cancer cells; 340,000 compounds, 1.8% hits; SW480 DNA re-replication, Hoechst DNA content imaging, 48 h; Potency, µM (doses to about 46.1 µM), inactives show top-dose re-replication activation, usual class: activators; AID 624297; note: potency is the fitted concentration of half-maximal effect; % of control where 0% means no effect; nearly all actives have a fitted effect of over 55% in size
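Compounds, transferred as 23 nL by pin tool, were incubated with cells for 48 hr; DNA content per nucleus was then quantified by Hoechst staining and fluorescence plate imaging.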
IL-1B inflam inh = blocks inflammasome-driven IL-1 beta release | THP-1 LPS/ATP IL-1B secretion, AlphaLISA, 16 h; stronger effect = lower value | activity change, % at 57.5 µM | 360,000 compounds, 4.7% hits; in the data active = activity change below about -50%; inconclusive = mostly about -30% to -49%; note: % is set by controls: 0 for no effect and ±100 for the full control effect
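THP-1 cells pretreated 1 hr with compounds (up to 57.5 uM final), then stimulated with LPS (250 ng/mL final) plus ATP (1.25 mM final); secreted IL-1B measured by AlphaLISA after 16 hr, decreased signal indicating inhibition.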
* = called active by the depositor; i = inactive; ? = inconclusive; nt = not tested or not shown; [ ] = another dose, or the depositor's remark. Unless noted, calls come from the whole dose curve; as a rule, active = well fitted curve in the direction sought with a large enough effect; inconclusive = small, poorly fitted or top-dose-only effect, or another doubt; inactive = no such curve, though single readings can be large; an effect the other way counts as inactive or inconclusive.

SMILES | KB-3-1 tox | HT1080NT lethal | MCF10A rereplic | HT1080 IDH1KD tx | S2 tox | ATXN2 expr inh | KB-V1 MDR tox | SW480 rerep | IL-1B inflam inh
CCOc1ccccc1NC(=O)Cn1c(=O)n(Cc2ccco2)c(=O)c2cccnc21 | 5% | nt | nt | nt | i | -8% | 5% | nt | nt
O=C(COC(=O)/C=C/c1ccccc1)Nc1cccnc1Cl | 11% | 11% | -35%[inhibitor] | 9% | ? | 17% | 20% | -71%[inhibitor] | 0
Cc1nc(C)c(CCNS(=O)(=O)c2ccc(C)c(C)c2)s1 | ? | nt | nt | nt | i | -12% | 21µM* | nt | nt
O=S(=O)(c1ccccc1)N1CCN(C(=S)Nc2ccc(Br)cc2)CC1 | -1% | 0% | 2% | 2% | i | -21% | 7% | -2% | -50*
CCOc1ccc(C(=O)C2CCN(CC(=O)Nc3ccccc3N3CCOCC3)CC2)cc1 | 0% | ? | 7.3µM* | ? | i | ? | ? | ? | -25
CC(C)CNC(=O)Cn1nc(C(F)(F)F)c2c1CCCC2 | 2% | 1% | 5% | 13% | i | 3% | 2% | -1% | 33
O=C(NC1CCCC1)c1cc(-c2ccccc2Cl)on1 | -8% | 3% | 22% | 5% | i | 55%[activator] | -8% | -4% | -1
Cc1cc(Oc2ccc(=O)n(C)n2)nc(Oc2ccc(=O)[nH]n2)n1 | 22% | 8% | -6% | 9% | i | -9% | 0% | -1% | 0
Cn1ccnc1SCC(=O)Nc1cc(C(F)(F)F)ccc1N1CCOCC1 | 4% | 0% | 3% | -2% | i | -8% | -15% | -2% | -5
C/C(=N/NC(=O)c1nnn(-c2nonc2N)c1CSc1ccc(Cl)cc1)c1ccncc1 | 2% | 2% | nt | 5% | i | nt | 5% | nt | 5
CCOC(=O)C1CCCN(CCc2ccccc2)C1 (configuration not stated) | 17% | 5% | -6% | 6% | i | 3% | 34% | 6% | -9
CCCCc1c(C)c(C#N)c2nc3ccccc3n2c1Nc1c(C)n(C)n(-c2ccccc2)c1=O | -3% | -14% | ? | -23% | i | -16% | ? | 24% | -13
COCCCNC(=S)N(CCO)Cc1cc2cc3c(cc2[nH]c1=O)OCO3 | 28% | -3% | ? | -8% | i | 21% | 0% | -9% | 23
COCC(C)NC(=O)c1ccccc1[N+](=O)[O-] (configuration not stated) | 19% | 11% | -6% | 11% | i | 2% | 12% | ? | 0
CC(C)CNS(=O)(=O)c1ccc(CC(C)C)cc1 | ? | -16% | 7% | -7% | i | -7% | ? | -2% | -1
NC(=O)N(N)c1nc(N2CCCC2)nc(N2CCCC2)n1 | 7% | 1% | -8% | 2% | i | 5% | 1% | 3% | -5
CCn1c(=NC(=O)CSC(C)=O)sc2ccccc21 | 4% | -10% | ? | -9% | i | ? | -2% | 1% | -16
Cc1c(C(=O)NCCCN2CCCC2=O)oc2ccccc12 | 1% | 8% | -15% | 8% | i | 41%[activator] | 6% | -3% | 41
O=C(Nc1ccon1)c1ccc(Cl)c(S(=O)(=O)N2CCCCC2)c1 | 0% | -14% | 9% | -26% | i | -4% | ? | -4% | i
COc1ccc(S(=O)(=O)NC(C)(C)CO)cc1-c1nnc2c3ccccc3c(C)nn12 | 21% | nt | nt | nt | ? | 0% | ? | nt | nt
CCCCCCCCCCS(=O)(=O)N/N=C/c1ccc([N+](=O)[O-])cc1 | 2% | -6% | ? | ? | i | -17% | -3% | 20% | -4
O=C(Cn1ccc(C(F)(F)F)n1)Nc1ccc(S(=O)(=O)NCc2ccco2)cc1 | -2% | -7% | 0% | -8% | i | -16% | 5% | -6% | 22
CCCc1nc2ccccc2n1CC(O)COc1ccc(NC(C)=O)cc1 (configuration not stated) | ? | 6% | -14% | 6% | i | nt | 8% | -7% | 11
CCSCCOC(=O)C1=C(C)NC(=O)NC1c1cc(OC)ccc1OC (configuration not stated) | 6% | 1% | -1% | -7% | i | -2% | 0% | 3% | ?
O=C(Cn1nnc2ccccc21)N/N=C\C=C\c1ccccc1 | 2% | -5% | 2% | -1% | i | 14% | -15% | 5% | -9
CCn1c(=O)c(C(=O)NNC(=O)c2ccccc2)c(O)c2ccccc21 | -1% | ? | 23% | -25% | i | -25% | ? | 27% | 32
CC(C)c1ccccc1NC(=O)COC(=O)Cc1ccsc1 | -4% | 1% | -10% | 0% | i | 0% | 1% | -7% | 42
COC(=O)Nc1sc2c(c1C(=O)NCc1ccco1)CCCC2 | 5% | 5% | 0% | -4% | i | -4% | 5% | -4% | 7
O=C1C(=O)N(CCN2CCOCC2)C(c2ccc(F)cc2)/C1=C(/O)c1ccc(S(=O)(=O)N2CCOCC2)cc1 (configuration not stated) | 1% | -2% | -3% | 8% | ? | -20% | 20% | -4% | 11
COc1ccc(F)cc1C(=O)C1CCCN(Cc2cccn2-c2ccccn2)C1 (configuration not stated) | -15% | ? | ? | ? | i | ? | -23% | ? | -17
OC(c1ccccc1)(c1nc(-c2ccc3ccccc3c2)cs1)C(F)(F)F (configuration not stated) | ? | ? | nt | ? | i | ? | -16% | nt | -15
CN(Cc1nc(-c2cccnc2)no1)S(=O)(=O)c1ccc2ccccc2c1 | -2% | -17% | 20% | -6% | i | 5% | -3% | -2% | 21
O=C(Cc1c(F)cccc1Cl)OCC(=O)N1CCc2ccccc21 | 2% | 2% | 2% | 8% | i | 38%[activator] | 8% | -4% | 11
Nn1c(SCC(=O)Nc2ccccc2)nnc(Cc2ccccc2)c1=O | 5% | 1% | 0% | 1% | i | 6% | ? | -3% | -1
Cc1ccc(Cn2nc(C)cc2C(=O)Nc2ccccc2Cl)cc1 | 5% | -1% | 3% | ? | i | 97%[activator] | -1% | -7% | 9
CC(=O)c1ccc(NC(=O)c2noc3c2CCCCC3)cc1 | 14% | 8% | -4% | 17% | i | 49%[activator] | -4% | -3% | 266
CCOC(=O)Cc1csc(NS(=O)(=O)c2ccc(NC(C)=O)cc2)n1 | 0% | 5% | 13% | 12% | i | nt | 14% | -4% | 8
Cc1cccc2sc(N(CCCN(C)C)C(=O)c3ccc(S(=O)(=O)N4CCc5ccccc5C4)cc3)nc12 | ? | ? | ? | ? | ? | -28% | -21% | ? | ?
COc1cccc(CNC(=O)CCNS(=O)(=O)c2ccc3c(c2)CC(C)N3C(C)=O)c1 (configuration not stated) | 12% | 27% | nt | 4% | i | -7% | ? | nt | -23
Cc1c(CCC(=O)O)c(=O)oc2cc3occ(C(C)(C)C)c3cc12 | -1% | 0% | 0% | 1% | i | -11% | 2% | -122%[inhibitor] | 22
Cc1cc2c(s1)CCCCC(=O)N2 | 3% | 21% | 2% | 17% | i | -7% | 18% | 3% | 15
CCCCC(=O)Nc1ncc2c(n1)CC(C)(C)CC2=O | -2% | 16% | -6% | 12% | i | 12% | 9% | -2% | 11
CCC(C(=O)NC1CCCCC1)n1c(SCc2ccc(F)cc2)nc2ccncc21 (configuration not stated) | 11% | 0% | -1% | -12% | ? | -6% | 30% | ? | 16
